# High-throughput results (PubChem)
# BioA inh: BioA (M. tuberculosis) enzyme inhibition; purified M. tuberculosis BioA enzyme, plate reader; inhibition, % at 9.99 µM; actives 0.096% (n = 360,000); in the data active means inhibition above about 40%
# * hit, by the source's call. A portion of the library; the hit share may differ from the screen's.
SMILES,BioA inh
Cc1ccc(S(=O)(=O)N(C)C[C@H]2Oc3ccc(NC(=O)NC(C)C)cc3C(=O)N([C@@H](C)CO)C[C@H]2C)cc1,0.5
C[C@@H]1CN([C@@H](C)CO)C(=O)c2cc(NS(=O)(=O)c3ccc(Cl)cc3)ccc2O[C@@H](C)CCCCO[C@@H]1CN(C)S(=O)(=O)c1cccs1,0.6
Cc1noc(C)c1S(=O)(=O)Nc1ccc2c(c1)C(=O)N([C@H](C)CO)C[C@H](C)[C@H](CN(C)C(=O)Cc1ccccc1)OCCCC[C@H](C)O2,-0.3
C[C@@H]1CN([C@@H](C)CO)C(=O)c2cc(NC(=O)Nc3ccc4c(c3)OCO4)ccc2O[C@@H](C)CCCCO[C@@H]1CN(C)C(=O)c1ccccc1,-3.4
Cc1ccc(S(=O)(=O)Nc2ccc3c(c2)CC(=O)N([C@@H](C)CO)C[C@H](C)[C@H](CN(C)C(=O)Nc2c(C)noc2C)O3)cc1,1.2
COc1ccc(NC(=O)Nc2ccc3c(c2)C(=O)N([C@@H](C)CO)C[C@@H](C)[C@H](CN(C)S(=O)(=O)c2ccc(OC)cc2)O3)cc1,3.5
Cn1cnc(S(=O)(=O)N2CCCCN3[C@@H](CO)[C@@H](c4ccc(-c5cccc(F)c5)cc4)[C@@H]3C2)c1,-0.3
COc1ccccc1NC(=O)N1[C@H](C#N)[C@H](c2ccccc2)[C@H]1CO,0.0
O=C(CN1CCOCC1)N[C@H]1CC[C@@H](CCNS(=O)(=O)c2ccccc2F)O[C@H]1CO,1.3
Cc1noc(C)c1NC(=O)Nc1ccc2c(c1)C(=O)N([C@@H](C)CO)C[C@H](C)[C@@H](CN(C)S(C)(=O)=O)OCCCC[C@@H](C)O2,-1.2
Cn1cnc(CCNC(=O)[C@H]2[C@H](CO)[C@H]3Cn4c(cccc4=O)[C@@H]2N3C(=O)Nc2ccccc2)c1,-0.2
C[C@@H]1CN([C@@H](C)CO)S(=O)(=O)c2ccc(C3=CCCCC3)cc2O[C@H]1CN(C)Cc1ccccc1F,2.7
CCNC(=O)Nc1ccc2c(c1)C(=O)N(C)[C@H]1CC[C@H](CC(=O)NCCOC)O[C@@H]1CO2,1.3
C/C=C/c1ccc([C@@H]2[C@@H](CN(C)C(C)=O)N(C(=O)NC(C)C)[C@H]2CO)cc1,-6.3
COc1ccccc1-c1ccc2c(c1)O[C@@H](CN(C)S(=O)(=O)c1ccc(F)cc1)[C@H](C)CN([C@@H](C)CO)S2(=O)=O,-1.1
C[C@H]1CN([C@@H](C)CO)S(=O)(=O)c2ccc(-c3ccccc3F)cc2O[C@H]1CN(C)Cc1cncnc1,4.8
CO[C@@H]1CN(C)C(=O)c2ccc(NC(=O)C3CCOCC3)cc2OC[C@@H](C)N(C(C)=O)C[C@@H]1C,0.7
O=C(CCN1CCCCC1)N[C@@H]1CC[C@@H](CCNS(=O)(=O)c2ccccc2)O[C@H]1CO,5.0
CC(C)CC#Cc1ccc([C@H]2[C@H](CO)N3CCCCN(C(=O)Cc4ccccn4)C[C@@H]23)cc1,-0.3
C[C@@H]1CN([C@H](C)CO)C(=O)c2cc(C#CC3(O)CCCC3)cnc2O[C@H]1CN(C)Cc1ccccc1,0.2
C[C@H]1CN([C@@H](C)CO)C(=O)Cc2cc(NC(=O)NC3CCCCC3)ccc2O[C@H]1CN(C)Cc1ccc(C(F)(F)F)cc1,-1.7
CCCNC(=O)Nc1ccc2c(c1)OC[C@@H](C)N(C)C[C@@H](C)[C@H](OC)CN(C)C2=O,-0.2
CC(C)NC(=O)N(C)C[C@@H]1Oc2ccc(NC(=O)Nc3cccc4ccccc34)cc2C(=O)N([C@@H](C)CO)C[C@H]1C,0.1
CNC[C@H]1Oc2cc(C#Cc3ccncc3)ccc2S(=O)(=O)N([C@H](C)CO)C[C@H]1C,-4.8
O=C(C1CCCCC1)N1C[C@H]2[C@@H](c3ccccc31)[C@H](CO)N2C(=O)c1ccccc1,0.7

# Next section:
SMILES,BioA inh
C[C@H](CO)N1C[C@H](C)[C@@H](CN(C)Cc2ccc(C(=O)O)cc2)Oc2ccc(NC(=O)Nc3ccc4c(c3)OCO4)cc2CC1=O,-0.5
C[C@H]1CN([C@@H](C)CO)C(=O)Cc2cc(NC(=O)Cn3cnnn3)ccc2O[C@@H]1CN(C)Cc1ccc(-c2ccccc2)cc1,-1.8
O=C(C[C@H]1CC[C@H]2[C@@H](COC[C@@H](O)CN2S(=O)(=O)c2ccccc2F)O1)NCc1ccccc1Cl,1.5
O=C(C[C@H]1C[C@H]2c3cc(NC(=O)NC4CCCC4)ccc3O[C@H]2[C@H](CO)O1)NCc1ccc(Oc2ccccc2)cc1,-1.2
COc1ccc(NC(=O)N(C)C[C@@H]2OCCCC[C@@H](C)Oc3ccc(NS(=O)(=O)c4ccc(C)cc4)cc3C(=O)N([C@@H](C)CO)C[C@@H]2C)cc1,-3.3
C[C@@H]1CN([C@@H](C)CO)C(=O)c2cccc(NC(=O)c3ccncc3)c2O[C@H]1CN(C)CC1CC1,1.7
COc1ccccc1CN1[C@@H](CO)[C@@H]2c3ccccc3N(C(=O)C3CCOCC3)C[C@@H]21,-0.7
CCCc1cn(CC[C@H]2CC[C@@H](NC(=O)Nc3ccc4c(c3)OCO4)[C@@H](CO)O2)nn1,-0.2
CCNC(=O)[C@H]1[C@H](CO)[C@H]2Cn3c(ccc(-c4ccccc4F)c3=O)[C@@H]1N2CCC(F)(F)F,-0.8
CCCC(=O)Nc1ccc2c(c1)OC[C@@H](C)N(C)C[C@@H](C)[C@@H](OC)CN(C)C2=O,-3.0
O=C(Nc1ccccc1)Nc1ccc2c(c1)[C@@H]1C[C@@H](CC(=O)N3CCOCC3)O[C@@H](CO)[C@@H]1O2,2.2
C[C@@H]1CN([C@@H](C)CO)S(=O)(=O)c2ccc(C3=CCCCC3)cc2O[C@@H]1CN(C)Cc1ccncc1,-0.8
O=C(Cc1ccccn1)NCC[C@H]1CC[C@H](NS(=O)(=O)c2ccccc2)[C@H](CO)O1,4.0
C[C@@H]1CN([C@H](C)CO)C(=O)Cc2cc(NC(=O)Nc3ccc(F)cc3)ccc2O[C@H]1CN(C)Cc1ccc2c(c1)OCO2,-4.3
COc1cccc(CNC(=O)[C@H]2[C@H](CO)[C@H]3Cn4c(ccc(C5=CCCCC5)c4=O)[C@@H]2N3)c1,-0.4
CC(C)NC(=O)N1C[C@@H]2[C@H](c3ccccc31)[C@@H](CO)N2Cc1ccccn1,-3.2
CCC(=O)Nc1ccc2c(c1)C(=O)N(C)C[C@H](OC)[C@H](C)CN(Cc1ccccc1C(=O)O)[C@H](C)CO2,-2.0
C[C@H]1CN([C@@H](C)CO)S(=O)(=O)c2ccc(-c3ccncc3)cc2O[C@@H]1CN(C)C(=O)C1CC1,2.9
C[C@@H]1CN([C@@H](C)CO)C(=O)c2cccc(NS(=O)(=O)c3ccccc3)c2O[C@H]1CN(C)Cc1ccncc1,-0.8
C=CCN1Cc2ccccc2[C@H]2OC(c3ccc(OCCCO)cc3)=N[C@@]2(CC=C)C1=O,3.5
C[C@H]1CN([C@@H](C)CO)C(=O)c2cc(NS(=O)(=O)c3ccc(F)cc3)ccc2O[C@H]1CN(C)S(C)(=O)=O,-0.2
C[C@@H]1CN([C@H](C)CO)C(=O)Cc2cc(NC(=O)Nc3ccc(F)cc3)ccc2O[C@H]1CN(C)S(C)(=O)=O,2.6
O=C(NCC[C@H]1CC[C@H](NS(=O)(=O)c2cccc(F)c2)[C@@H](CO)O1)C1CCOCC1,-1.5
Cc1ccc(S(=O)(=O)NCC[C@@H]2CC[C@H](NS(=O)(=O)c3ccccc3Cl)[C@@H](CO)O2)cc1,3.8
COc1ccccc1S(=O)(=O)N(C)C[C@H]1Oc2ncc(-c3ccc(C)cc3)cc2C(=O)N([C@H](C)CO)C[C@@H]1C,-0.7

# (listing goes on)
SMILES,BioA inh
COCC#Cc1cnc2c(c1)C(=O)N([C@@H](C)CO)C[C@H](C)[C@@H](CN(C)C(=O)NC1CCCC1)O2,9.5
COCC(=O)N1C[C@@H](C)[C@H](OC)CN(C)C(=O)c2cc(NS(C)(=O)=O)ccc2OC[C@@H]1C,-0.5
Cc1ccc(S(=O)(=O)Nc2ccc3c(c2)C(=O)N([C@H](C)CO)C[C@@H](C)[C@H](CN(C)Cc2ccc(Cl)c(Cl)c2)OCCCC[C@H](C)O3)cc1,-0.5
C[C@H]1CN([C@@H](C)CO)C(=O)c2c(c3ccccc3n2C)-c2ccccc2CO[C@@H]1CN(C)C(=O)Nc1ccccc1,-1.1
C[C@@H]1CN([C@H](C)CO)C(=O)c2cc(-c3ccccc3F)cnc2O[C@H]1CN(C)Cc1cccc(C(=O)O)c1,-5.9
O=C(Nc1cc(F)ccc1F)N[C@H]1CC[C@@H](CCn2cc(C3CCCCC3)nn2)O[C@@H]1CO,0.0
Cc1noc(C)c1S(=O)(=O)Nc1cccc2c1O[C@H](CN(C)S(=O)(=O)c1ccc(F)cc1)[C@H](C)CN([C@H](C)CO)C2=O,-0.3
CNC[C@H]1Oc2ccc(NS(=O)(=O)c3ccc(Cl)cc3)cc2CC(=O)N([C@H](C)CO)C[C@H]1C,-3.0
COc1ccccc1-c1cnc2c(c1)C(=O)N([C@@H](C)CO)C[C@@H](C)[C@@H](CN(C)Cc1cccc(F)c1)O2,3.5
C[C@H](CO)N1C[C@H](C)[C@H](CN(C)C(=O)c2ccccc2F)Oc2ncc(-c3cncnc3)cc2C1=O,-5.2
C[C@@H]1CCCCO[C@H](CN(C)S(=O)(=O)c2cn(C)cn2)[C@@H](C)CN([C@H](C)CO)C(=O)c2cc(NS(C)(=O)=O)ccc2O1,-6.2
C[C@H](CO)N1C[C@H](C)[C@H](CN(C)S(=O)(=O)c2cn(C)cn2)Oc2ncc(-c3ccccc3)cc2C1=O,-2.8
CO[C@@H]1CN(C)C(=O)c2cc(NS(=O)(=O)c3ccccc3C)ccc2OC[C@@H](C)N(C)C[C@@H]1C,0.4
C[C@@H]1CN([C@@H](C)CO)C(=O)c2cccc(NC(=O)c3cnccn3)c2O[C@H]1CN(C)C(=O)Nc1ccc(C(F)(F)F)cc1,-4.0
C[C@@H]1CN([C@H](C)CO)C(=O)Cc2cc(NC(=O)NC3CCCCC3)ccc2O[C@H]1CN(C)Cc1ccc(-c2ccccc2)cc1,-1.9
C[C@@H]1CCCCO[C@H](CN(C)C(=O)Nc2ccccc2)[C@H](C)CN([C@@H](C)CO)C(=O)c2cc(NS(C)(=O)=O)ccc2O1,-2.0
Cc1ccccc1S(=O)(=O)N[C@@H]1CC[C@@H](CCn2cc(-c3ccc(F)cc3)nn2)O[C@H]1CO,1.6
COCCNC(=O)C[C@H]1C[C@H]2c3cc(NC(=O)Nc4ccc(F)cc4)ccc3O[C@H]2[C@H](CO)O1,-1.3
COc1ccc(NC(=O)N(C)C[C@@H]2Oc3ccc(NS(=O)(=O)c4ccc(OC)cc4)cc3C(=O)N([C@@H](C)CO)C[C@H]2C)cc1,-3.3
C[C@H](O)C#Cc1cnc2c(c1)C(=O)N([C@H](C)CO)C[C@H](C)[C@@H](CN(C)Cc1ccc(-c3ccccc3)cc1)O2,1.3
C[C@H](CO)N1C[C@H](C)[C@H](CN(C)C)Oc2ncc(-c3cc4ccccc4o3)cc2C1=O,1.0
C[C@H](CO)N1C[C@H](C)[C@H](CN(C)C(=O)Nc2ccccc2)Oc2ccc(NC(=O)Cc3ccccc3)cc2C1=O,13.9
C[C@H]1CN([C@@H](C)CO)C(=O)c2cc(C#CCN(C)C)cnc2O[C@H]1CN(C)C(=O)c1cnccn1,-2.8
O=C(c1ccccc1)N(CC1CCC1)C[C@@H]1N[C@H](CO)[C@@H]1c1ccccc1,-4.5
C[C@H](CO)N1C[C@H](C)[C@@H](CN(C)C(=O)CN(C)C)Oc2cc(-c3cncnc3)ccc2S1(=O)=O,-1.8

# Next section:
SMILES,BioA inh
CO[C@@H]1CN(C)C(=O)c2cc(NC(=O)c3cc(C)on3)ccc2OC[C@H](C)N(C(=O)C2CC2)C[C@H]1C,4.0
N#C[C@H]1[C@H](c2ccc(-c3ccc(F)cc3)cc2)[C@@H](CO)N1c1nc(-c2ccccc2)cs1,-0.4
C[C@H]1CN([C@@H](C)CO)S(=O)(=O)c2ccc(Br)cc2O[C@H]1CN(C)Cc1ccccn1,7.9
CCCC(=O)Nc1ccc2c(c1)C(=O)N(C)C[C@@H](OC)[C@H](C)CN(C(=O)CN(C)C)[C@H](C)CO2,1.3
CC(C)NC(=O)Nc1ccc2c(c1)C(=O)N([C@@H](C)CO)C[C@@H](C)[C@@H](CN(C)Cc1ccc3c(c1)OCO3)OCCCC[C@H](C)O2,3.3
CCN1[C@@H]2c3ccc(C4=CCCCC4)c(=O)n3C[C@H]1[C@H](CO)[C@H]2C(=O)NCc1ccccn1,-1.2

# Of the compounds above, 9 have an aryl methoxy group:
SMILES,BioA inh
COc1ccc(NC(=O)Nc2ccc3c(c2)C(=O)N([C@@H](C)CO)C[C@@H](C)[C@H](CN(C)S(=O)(=O)c2ccc(OC)cc2)O3)cc1,3.5
COc1ccccc1NC(=O)N1[C@H](C#N)[C@H](c2ccccc2)[C@H]1CO,0.0
COc1ccccc1-c1ccc2c(c1)O[C@@H](CN(C)S(=O)(=O)c1ccc(F)cc1)[C@H](C)CN([C@@H](C)CO)S2(=O)=O,-1.1
COc1ccc(NC(=O)N(C)C[C@@H]2OCCCC[C@@H](C)Oc3ccc(NS(=O)(=O)c4ccc(C)cc4)cc3C(=O)N([C@@H](C)CO)C[C@@H]2C)cc1,-3.3
COc1ccccc1CN1[C@@H](CO)[C@@H]2c3ccccc3N(C(=O)C3CCOCC3)C[C@@H]21,-0.7
COc1cccc(CNC(=O)[C@H]2[C@H](CO)[C@H]3Cn4c(ccc(C5=CCCCC5)c4=O)[C@@H]2N3)c1,-0.4
COc1ccccc1S(=O)(=O)N(C)C[C@H]1Oc2ncc(-c3ccc(C)cc3)cc2C(=O)N([C@H](C)CO)C[C@@H]1C,-0.7
COc1ccccc1-c1cnc2c(c1)C(=O)N([C@@H](C)CO)C[C@@H](C)[C@@H](CN(C)Cc1cccc(F)c1)O2,3.5
COc1ccc(NC(=O)N(C)C[C@@H]2Oc3ccc(NS(=O)(=O)c4ccc(OC)cc4)cc3C(=O)N([C@@H](C)CO)C[C@H]2C)cc1,-3.3
